# mcGAS MS inh – inhibitors of mouse cGAS; Q8C6L5; recombinant mouse cGAS, cGAMP by RapidFire MS; inhibition, % at 12.5 µM; 0.18% of 130,000 active; AID 1259397;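 active = inhibition of cGAS enzyme activity at or above 60%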;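 note: enzyme stimulated by 45 bp dsDNA with ATP and GTP substrates; cGAMP share of summed cGAMP plus half ATP and half GTP signals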
# Target sequence (Q8C6L5 whole entry, looked up): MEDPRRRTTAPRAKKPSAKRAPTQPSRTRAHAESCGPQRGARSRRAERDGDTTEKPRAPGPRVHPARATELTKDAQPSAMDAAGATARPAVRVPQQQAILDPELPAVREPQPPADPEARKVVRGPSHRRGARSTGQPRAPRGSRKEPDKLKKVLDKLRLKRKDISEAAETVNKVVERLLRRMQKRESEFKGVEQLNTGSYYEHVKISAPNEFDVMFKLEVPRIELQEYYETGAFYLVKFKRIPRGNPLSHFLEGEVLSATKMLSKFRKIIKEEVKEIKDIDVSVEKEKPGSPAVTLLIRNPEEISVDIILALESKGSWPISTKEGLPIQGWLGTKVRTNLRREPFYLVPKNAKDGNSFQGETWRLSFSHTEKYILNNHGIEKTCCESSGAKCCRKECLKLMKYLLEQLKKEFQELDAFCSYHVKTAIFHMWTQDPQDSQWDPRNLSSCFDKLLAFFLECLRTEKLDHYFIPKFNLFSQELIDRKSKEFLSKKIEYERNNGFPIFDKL
# Active calls of the source: *; & = joins results of further samples. These rows are one share of the data, so the mix of outcomes need not match the whole.
mcGAS MS inh | compound
-19 | CN(CCc1ccccc1)C1(C(=O)N2CC(O)C2)Cc2ccccc2C1
-3 | CN(C)CCNS(=O)(=O)c1cccc2nsnc12
-7 | COc1ccc2[nH]cc(C3=CCN(C(=O)C4CCCCC4)CC3)c2c1
-8 | Cc1cc(F)cc2c1N(Cc1nc(CS(C)(=O)=O)no1)CCC2
-9 | CC1(C(=O)Nc2cnc3ccccc3c2)CCN1Cc1ccc(-c2ccccn2)cc1 (configuration not stated)
-14 | O=C(NN1CCOCC1)c1cc2c(s1)-c1ccccc1OC2
-4 | CC(C)CCn1c(N2CCN(Cc3ccc(Cl)cc3Cl)CC2)nc2c1c(=O)[nH]c(=O)n2C
-33 | O=C(NCc1ccccc1)NCN1C(=O)[C@@H]2[C@H]3C[C@H]([C@@H]4O[C@H]34)[C@@H]2C1=O
-4 | COC(=O)C(NC(=O)C(C)n1cncn1)c1ccccc1F (configuration not stated)
17 | CCCc1cc(=O)[nH]c(SCC(=O)N2CCCC2=O)n1
-12 | N#Cc1ccnc(Sc2ccc(Cl)cc2)c1
-2 | Clc1ncnc2c1C(c1ccc(Br)cc1)c1c(Cl)ncnc1O2
-11 | CCCn1nccc1NC(=O)Cc1cccs1
-15 | O=C(CCc1ccc2c(c1)CCO2)Nc1cccc(C(F)(F)F)c1
8 | OCC(O)C1OC(Nc2ccc(Br)cc2)C(O)C1O (configuration not stated)
1 | Cc1cc(C)c2c(CC(=O)NCC(F)(F)F)coc2c1C
-3 | CCC(C)NCc1cccc(OS(=O)(=O)CC)c1 (configuration not stated)
-3 | COC(=O)c1ccc(CN(C)C(=O)c2csc(C(C)C)n2)cc1
-1 | O=C(CN1C[C@@H]2CC[C@H]1C2)N1CCc2c(nc(-c3cccnc3)[nH]c2=O)C1
-2 | Cc1nc2ccc(S(=O)(=O)NCCCn3nc(-c4ccncc4)ccc3=O)cc2s1
-16 | CCc1nc2nc3c(cn2n1)C(=O)CC(c1ccc(C(C)C)cc1)C3 (configuration not stated)
-27 | O=C(NC1COc2ccccc21)c1ccc(OCC(F)(F)F)nc1 (configuration not stated)
-1 | CS(=O)(=O)c1ccc(Cl)c(Cl)c1
-3&-3 | CN[C@@H]1C(OC2[C@H](O[C@H]3[C@H](O)[C@@H](O)[C@H](N=C(N)N)[C@@H](O)[C@@H]3N=C(N)N)OC(C)[C@]2(O)CO)OC(CO)C(O)C1O (some centres not stated)
-1 | Cc1ccc(C)c(Cn2c(=O)c3c(nc4n(CCOCCO)c(C)c(C)n34)n(C)c2=O)c1
-12 | CN1CCN(Cc2nc(-c3cccc(Cl)c3)no2)CC1c1ccccc1 (configuration not stated)
-10 | CC(c1n[nH]c(=O)n1Cc1ccccc1)N1CCCC1 (configuration not stated)
-9 | O=S(=O)(Nc1cc2c3c(oc2c2ccccc12)CCCC3)c1cccs1
-3 | CCCCn1c(=O)c2c(nc3n(C)c(C)c(C)n23)n(C)c1=O
-4 | Cn1c2c(sc1=NC(=O)c1cccs1)CCc1ccccc1-2
-2 | O=S(=O)(NC1CCCCCC1)c1ccc(Cl)c(Cl)c1
14 | CN(C)c1ccc(C(=O)N2CCN(C3CCCC3O)CC2)nn1 (configuration not stated)
-7 | COCCn1cc(NC(=O)Nc2cc(C)cc(C)c2)c2ccccc21
-1 | O=C(c1cccs1)N1N=C(c2ccco2)CC1c1ccccc1O (configuration not stated)
-5 | CCOc1ccccc1-c1nc(SCC(=O)O)n[nH]1
-7 | CCCCN(C)C(=O)CSc1nccnc1N1CCN(c2cccc(C)c2C)CC1
-3 | CCCCCCNc1ccc(NC(=O)c2ccccc2)c2c1C(=O)c1ccccc1C2=O
-4 | Cn1c(CO)nc2cc(Cl)ccc21
-10 | CC1CN(C(=S)SCCN2Cc3ccccc3C2=O)CC(C)O1 (configuration not stated)
0 | Cc1cc2c(=O)n(C)c(SCC(=O)Nc3cccc(F)c3)nc2s1
-6&-5 | Cc1ccc(-c2nc(CN3CCCCC3c3nccs3)c(C)o2)o1 (configuration not stated)
-14 | CC(Sc1ccc2c(c1)OCCCO2)C(=O)Nc1cccc(C#N)c1 (configuration not stated)
-1 | CCN1C(=O)C2(CCCCC2)NC1c1cc(OC)c2c(c1)OCCO2 (configuration not stated)
-8 | CC(C)CC(C)(CO)NCc1noc(C(C)(C)C)n1 (configuration not stated)
-9 | NC(=O)c1cccc(CC2CCN(C(=O)c3cnc4ccccn34)C2)c1 (configuration not stated)
-6 | N#CC(=Cc1ccc2c(c1)OCCO2)S(=O)(=O)c1cc(Br)ccc1Br
-3 | O=c1c(Cl)c(Cl)cnn1CCOc1ccc(Br)cc1
11 | CC1(C(=O)NS(=O)(=O)c2ccc3c(c2)CCO3)CCN1C(=O)c1ccccc1CCc1ccccc1 (configuration not stated)
10 | Cn1c(-c2ccc3nc[nH]c3c2)nc2cc(N)ccc21
-1 | CC1=C(/C=C/C(C)=C/C=C/C(C)=C/C=C/C=C(C)/C=C/C=C(C)/C=C/C2=C(C)CCCC2(C)C)C(C)(C)CCC1
-17 | COCC(O)CN(C)c1ccc(-n2ccc(C)n2)nn1 (configuration not stated)
10 | O=C(NC1CCCCCCC1)c1cccn2c(=O)c3sccc3nc12
-9 | CC(C)CN1CCN(S(=O)(=O)N2CCN(C)CC2)CC1
-2 | COc1cccc(C2=C(C(C)=O)Sc3nnc(C)n3N2C(C)=O)c1
-12 | CN(CC1CCN(CCc2ccc(F)cc2)CC1)C(=O)/C=C/c1cnn(C)c1
-4 | Cc1cccn2c(=O)nc(SCc3cccc(C(F)(F)F)c3)nc12
-6 | O=C(c1ncoc1C1CC1)N1CCCC(c2n[nH]c(=O)n2-c2ccccc2)C1 (configuration not stated)
-12 | Cc1cc(N2CCC(NC(=O)C3CC3(Cl)Cl)CC2)nc(C)n1 (configuration not stated)
-8 | CC=CCOc1ccccc1-n1c(C)cn2c3c(=O)n(C)c(=O)n(C)c3nc12
-1 | Cc1ccc(C2CC(c3ccc4c(c3)OCO4)=Nc3ncnn32)cc1 (configuration not stated)

# Of the compounds above, 6 have two or more sulfur atoms.
mcGAS MS inh | compound
-3 | CN(C)CCNS(=O)(=O)c1cccc2nsnc12
-2 | Cc1nc2ccc(S(=O)(=O)NCCCn3nc(-c4ccncc4)ccc3=O)cc2s1
-9 | O=S(=O)(Nc1cc2c3c(oc2c2ccccc12)CCCC3)c1cccs1
-4 | Cn1c2c(sc1=NC(=O)c1cccs1)CCc1ccccc1-2
-10 | CC1CN(C(=S)SCCN2Cc3ccccc3C2=O)CC(C)O1 (configuration not stated)
0 | Cc1cc2c(=O)n(C)c(SCC(=O)Nc3cccc(F)c3)nc2s1

# Additional records
mcGAS MS inh | compound
0 | CC1=C(C(=O)N2CCC3(CC2)CC(=O)c2c(ccc4ccccc24)O3)CCCO1
-35 | CC1CN(CC2CCN(C(=O)OC(C)(C)C)CC2)c2ccccc2NC1=O (configuration not stated)
-10 | CN1C(=C2C=NN(C)P2(=Nc2ccc([N+](=O)[O-])cc2)N2CCOCC2)C(C)(C)c2ccccc21 (configuration not stated)
-5 | COc1ccc(-c2c[n+]3ccccc3c(=O)[nH]2)cc1
-4 | O=C(O)CSc1ccc(S(=O)C(F)(F)C(F)(F)C(F)(F)F)cc1[N+](=O)[O-] (configuration not stated)
-8 | CC1(C)CC2CC(C)(CN2C(=O)c2ccc(NS(=O)(=O)c3cccs3)cc2)C1 (configuration not stated)
-1 | O=C(CCN1C(=O)C2CC=CCC2C1=O)NCc1ccco1 (configuration not stated)
-6 | Cc1cc(C(=O)N(CCCN(C)C)c2nc3ccc(Cl)cc3s2)on1
-6 | CN(Cc1cnccn1)C(=O)CC1C(=O)NCCN1Cc1cccs1 (configuration not stated)
-2 | CCC(CC)N(CC(=O)N1CCN(S(C)(=O)=O)CC1)c1ccc(C)c(C)c1
0 | Nc1cc(C(=O)N=Nc2c(O)[nH]c3ccc(Br)cc23)n[nH]c1=O
-5 | O=C(Nc1ccc(Oc2cccnc2)cc1)C1CCCCN1Cc1ccc2c(c1)CCO2 (configuration not stated)
-16 | O=C1C(=O)N(CN2N=C(c3cccs3)CC2c2cccs2)c2ccccc21 (configuration not stated)
-3 | COc1cn(-c2cccc(C(F)(F)F)c2)nc1C(=O)NC(C)C
-19 | CSCCNC(=O)C1(C)CCN1C(=O)Cc1ccc(C(C)C)cc1 (configuration not stated)
-6 | COc1cc(S(=O)(=O)n2nc(C)cc2C)ccc1Cl
7 | NC(=O)C1Cc2ccccc2CN1CCOc1ccc(F)cc1 (configuration not stated)
-11 | CC(C)c1cc([C@@H]2C[C@H]3CN(Cc4cccc(Cl)c4)C(=O)[C@]34CCCN24)[nH]n1
46 | Cc1csc(=Nc2ccc(Cl)cc2)n1-c1ccc(Cl)cc1
-2 | Cc1ccc(OCCCN2C(=O)c3ccccc3C2=O)c([N+](=O)[O-])c1
-4 | C#CCOC(=O)CCN1C(=O)c2cccc3cccc(c23)C1=O
-41 | CCS(=O)(=O)CCOS(=O)(=O)c1c(C(C)C)cc(C(C)C)cc1C(C)C
0 | CC(=O)N1CCCC(Cn2cnc3sccc3c2=O)C1 (configuration not stated)
-11 | CC1(C(=O)Nc2ccccc2Cc2ccccc2)CCN1CCc1ccccc1 (configuration not stated)
-3 | COc1ccc(NC(=O)O/N=C2\CCCc3ccc(OC)cc32)cc1
-5 | CCc1nccn1CC(C)NC1CCN(C(=O)c2ccc(C)cc2)CC1 (configuration not stated)
9 | N#CC(=Cc1ccc[nH]1)c1nc(-c2ccc(O)cc2O)cs1
0 | CS(=O)(=O)N1CCCCCC1C1CCN(c2ncnc3ccsc23)CC1 (configuration not stated)
-3 | O=C1c2cccc3c(Br)ccc(c23)C(=O)N1CCO
-35 | CCn1cc(Cl)c(C(=O)Nc2cccc(CN3CCOCC3)c2)n1
3 | CC1CCN(Cc2nnnn2CCCC(=O)NCCC2=CCCCC2)CC1
-15 | COc1cc(Br)c(NC(=O)N2CCCSCC2)cc1OC
-12 | CC(C)C(C(=O)NCc1ccncc1)c1ccc(Cl)cc1 (configuration not stated)
-27 | O=C(O)c1ccccc1-c1c(-c2ccccc2)ncn1Cc1cccnc1
-18 | CCOc1ccc2[nH]c(=O)c(CN3CCCN(C(=O)C4CC4)CC3)cc2c1
-1 | CCNC(=O)C1(C)CCCN1Cc1ccccc1Cl (configuration not stated)
-4 | COC(=O)C1CCN(C(=O)CCc2c(C)nn(-c3nc(C)cc(=O)[nH]3)c2C)CC1
-14 | CCN(CC1CCCO1)C(=O)c1cc(Cn2ccc3ccccc32)[nH]n1 (configuration not stated)
-8 | CC(C)Cc1cc(CNC(=O)c2ccc3c(c2)CCCO3)no1
1 | O=C(NCC1CCCN(Cc2ccon2)C1)c1n[nH]c2ccccc12 (configuration not stated)
4 | N#Cc1cc(C(=O)c2cc(Cl)cc(Cl)c2O)cn(-c2nccs2)c1=O
-9 | O=C(c1ccc(I)cc1)N1CCCc2ccccc21
-16&5 | CC1(C)NC(=O)N(c2ccc([N+](=O)[O-])c(C(F)(F)F)c2)C1=O
-19 | CC(c1ccc(-c2ccccc2CN2CCNCC2)cc1)N1CCOCC1 (configuration not stated)
-11 | CC1(C)CC2(C)OCCN2C(=S)N1 (configuration not stated)
-10 | CCCN1CCC(Cc2noc(CC3CNCCO3)n2)CC1 (configuration not stated)
-7 | Cc1ccc(C(=O)NCCn2cc(SCC(N)=O)c3ccccc32)cc1C
10 | CCCSc1ncc(CN2CCOC(CN)C2)cn1 (configuration not stated)
-5 | Cc1c(C)n2c3c(=O)n(C)c(=O)n(C)c3nc2n1Cc1ccc(Cl)cc1Cl
-1 | CN(CC(=O)Nc1ccccc1Br)C(=O)CCc1ncc(-c2ccccc2)o1
-2 | Cc1ccc(-n2cnnc2SCC(C#N)CCC#N)cc1Cl (configuration not stated)
-2 | Cc1ccc(NC(=O)CN2C(=O)NC(C)(c3ccco3)C2=O)c(F)c1 (configuration not stated)
-3 | O=S(=O)(Nc1ccc(-n2cnnn2)cc1)c1cccs1
-6 | O=C(CC(c1ccccc1)c1ccc2c(c1)OCO2)NCCc1cccnc1 (configuration not stated)
-11 | COc1ccnc(N2CCN(C(=O)NCc3ccccc3OC(C)(C)C)CC2)c1
-8&4 | Cc1cnn(C2CCN(C(=O)NCc3cc(F)ccc3F)CC2)c1
1 | COc1ccc(Br)c(CC(=O)OCCc2scnc2C)c1
7 | CCONC(=O)COc1ccc(Oc2ccccc2)cc1
18 | CC(N)=C(C#N)C(=O)COC(=O)CCN1C(=O)C2CC=CCC2C1=O (configuration not stated)
-10 | NC(=O)c1ccc(C(=O)N2CCC(=Cc3ccccc3)CC2)cc1

# (more compounds)
mcGAS MS inh | compound
-4 | Cc1nc2ccccn2c1C(=O)OCc1cc(-c2ccc3c(c2)OCO3)on1
-1 | COc1cccc(C2=NN(C(C)=O)C(C(=O)N(CC(C)C)CC(C)C)O2)c1 (configuration not stated)
-1 | Nc1ccc(-c2cn3ccsc3n2)cc1
1 | COC(=O)c1c(O)nc2c(C)cccn2c1=O
-20 | O[C@H]1C[C@@H]2CN(Cc3cccc4c3oc3ccccc34)C[C@@H]2C[C@@H]1O
-7 | CC1(C(=O)NS(=O)(=O)c2ccc(Cl)s2)CCN1C(=O)CCc1cccs1 (configuration not stated)

# Reformatted with each value named: part of the list above.
Cc1nc2ccccn2c1C(=O)OCc1cc(-c2ccc3c(c2)OCO3)on1
  mcGAS MS inh: -4

COc1cccc(C2=NN(C(C)=O)C(C(=O)N(CC(C)C)CC(C)C)O2)c1 (configuration not stated)
  mcGAS MS inh: -1

Nc1ccc(-c2cn3ccsc3n2)cc1
  mcGAS MS inh: -1

# Filtered by structure, the compounds so far with a furan ring, fused or not (seven)
mcGAS MS inh | compound
1 | Cc1cc(C)c2c(CC(=O)NCC(F)(F)F)coc2c1C
-9 | O=S(=O)(Nc1cc2c3c(oc2c2ccccc12)CCCC3)c1cccs1
-1 | O=C(c1cccs1)N1N=C(c2ccco2)CC1c1ccccc1O (configuration not stated)
-6&-5 | Cc1ccc(-c2nc(CN3CCCCC3c3nccs3)c(C)o2)o1 (configuration not stated)
-1 | O=C(CCN1C(=O)C2CC=CCC2C1=O)NCc1ccco1 (configuration not stated)
-2 | Cc1ccc(NC(=O)CN2C(=O)NC(C)(c3ccco3)C2=O)c(F)c1 (configuration not stated)
-20 | O[C@H]1C[C@@H]2CN(Cc3cccc4c3oc3ccccc34)C[C@@H]2C[C@@H]1O
